HIV peptide binding = inhibitors of HIV fusion peptide binding, primary screen, biochemical, uHTS, fluorescence dequenching (AID 1986); cell-free peptide binding, fluorescence dequenching, 30 min; higher % means a stronger effect; inhibition, % at 20 µM; hits with a dose series show IC50 in µM; actives 0.3% (n = 290,000); in the data active = inhibition mostly above about 52%, no sharp cut-off; inactive = mostly below about 76%; note: some results filed as inactive read as strong as hits
PhoP inhibition = PhoP-dependent GFP reporter repression – Salmonella Typhimurium, primary screen (AID 1863) | S. Typhimurium PhoP-regulated promoter GFP reporter, 4 h; higher % means a stronger effect | one-dose inhibition, % at 50 µM; IC50 in µM for titrated hits | actives 0.16% (n = 300,000);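 active = inhibition over 29.93%, a cutoff 3 SD above the screen mean, later confirmed by dose response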;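 note: 0% = low Mg2+ inducing control and 100% = high Mg2+ repressing control; strong numbers were not always called active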
KOR beta-arrestin-1 = KOR agonists, beta-arrestin recruitment, primary screen, cell-based, luminescence, uHTS (AID 1777); activation, % at 10 µM, or EC50 in µM where a hit was titrated; actives 0.02% (n = 280,000); KOR beta-arrestin recruitment, luminescence; higher % means a stronger effect; in the data active = activation above about 50%, passing the limit was not always enough; note: a part of the inactive calls stands beside numbers as strong as those of hits
KOR beta-arrestin-2 = kappa opioid receptor blockers – cell-based, luminescence, uHTS (AID 1778); actives 0.091% (n = 290,000); inhibition, % at 10 µM, or IC50 in µM where a hit was titrated; KOR beta-arrestin recruitment, luminescence, antagonist mode; higher % means a stronger effect; note: strong numbers were not always called active
LYP phosphatase = inhibitors of LYP phosphatase, biochemical, fluorescence intensity, uHTS (AID 1779). recombinant LYP phosphatase, fluorescence intensity; higher % means a stronger effect. inhibition, % at 11.5 µM, or IC50 in µM where a hit was titrated. actives 0.054% (n = 290,000);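 note: plate controls were vehicle with enzyme for no effect and no enzyme for full effect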
Siah-1 displacement = Siah-1 peptide-binding antagonists, primary screen, biochemical, fluorescence polarization, rhodamine-plectin, uHTS (AID 1817) | displacement, % at 20 µM; hits with a dose series show IC50 in µM | actives 0.02% (n = 290,000) | Siah-1 / rhodamine-plectin peptide fluorescence polarization; higher % means a stronger effect;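 active = displacement of at least 50% at 20 µM, with a fluorescence ratio check between 0.3 and a set limit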;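 note: plate controls were Siah plus tracer with DMSO for no effect and tracer alone without Siah for full effect; strong numbers were not always called active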
NOD1 inhibition = inhibition of NOD1-driven NF-kB reporter – cell-based, luminescence, uHTS, primary screen (AID 1578); NOD1-driven NF-kB luciferase reporter cells, luminescence; higher % means a stronger effect; inhibition, % at 4 µM, or EC50 in µM where a hit was titrated; actives 1% (n = 290,000); in the data active = inhibition mostly above about 36%, no sharp cut-off; inactive = mostly below about 34%;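 note: HEK-293T reporter cells stimulated with the NOD1 agonist gamma-tri-DAP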
Myeloid diff MLP = promotes myeloid progenitor differentiation; ER-HoxA9 myeloid progenitors, lysozyme-GFP differentiation, flow cytometry; calls only at 10 µM; actives 1% (n = 360,000); AID 624256;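 active = normalized GFP-positive differentiation at or above the plate's own cutoff, the solvent-only control mean plus 3 SD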;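 note: cells exposed to compound for four days before flow analysis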
NOD2 inhibition = NOD2 signaling inhibitors, cell-based, luminescence, uHTS, HEK293 (AID 1566) | HEK293 NOD2/NF-kB luciferase reporter, luminescence; higher % means a stronger effect | one-dose inhibition, % at 4 µM; EC50 in µM for titrated hits | actives 0.63% (n = 290,000); note: many of its hits are not listed in these tables
Myeloid diff MLP GFP+ MAC1+ % = also measured in Myeloid diff MLP; calls as there; GFP+ MAC1+ double positive, %; measured here: differentiation confirmed by MAC1 staining
Numbers without * were called inactive; i = inactive; · = no result given; + = active, no number; & = joins results of further samples; [ ] = dose if it differs, or a comment. Cut-off read from the data, not from the text of the source, unless noted: active = inhibition above about 50%; inactive = the rest.

SMILES	HIV peptide binding	PhoP inhibition	KOR beta-arrestin-1	KOR beta-arrestin-2	LYP phosphatase	Siah-1 displacement	NOD1 inhibition	Myeloid diff MLP	Myeloid diff MLP GFP+ MAC1+ %	NOD2 inhibition
CN(C)c1ccc(CNC(=O)CCS(=O)(=O)c2ccc3c(c2)n(C)c(=O)c(=O)n3C)cc1	-1.5%	·	2.8%	-1%[20 µM]	-7%	3%	10%	i	4.3	8%
Cc1ccc(N2C(=O)C3C(C2=O)C2C=CC3C23CC3)c([N+](=O)[O-])c1 (stereo not given)	0.0%	-1%	1.7%	-10%	-2%	20%	-29%	i	0.6	12%
Cc1nc(-c2ccccc2)nc2sc(C(=O)c3ccc(F)cc3)c(N)c12	1.4%	2%	-1.7%	20%	1%	11%	2%	i	0.4	19%
O=S(=O)(c1ccccc1)c1cc(O)ccc1O	-2.6%	10%	-4.4%	6%	-3%	6%	-20%	i	0.9	15%
CCC(C)[C@H](NC(=O)NCc1cccc(OC)c1)C(=O)OC (stereo not given in full)	-0.7%	16%	-7.0%	43%	-2%	-3%	2%	i	0.4	-11%
CCN1C(=O)CS/C1=N\S(=O)(=O)c1ccc(Cl)cc1	-0.7%	2%	-3.2%	-5%	-7%	10%	-33%	i	0.0	3%
O=C(CNC(=O)c1ccccc1)NCC(=O)OCC(=O)c1ccccc1	-1.2%	6%	2.8%	-41%	-3%	-2%	-42%	i	0.2	2%
CCOCCCNC(=O)C(c1ccccc1)N(Cc1cccs1)C(=O)c1ccccc1O (stereo not given)	-0.6%	-11%	1.7%	8%	-6%	5%	-13%	i	0.3	5%
O=C(c1ccccc1F)N(Cc1ccc(F)cc1)C1CCS(=O)(=O)C1 (stereo not given)	-1.5%	8%	-1.7%	-22%	-3%	0%	-12%	·	·	0%
Cn1ncc2c(N3CCN(c4ccccc4F)CC3)ncnc21	-1.4%	10%	-5.3%	10%	-10%	0%	16%	i	1.9	-1%
O=C(c1cc(-c2ccccc2O)on1)N1CCCCCC1	0.7%	-3%	-3.5%	-30%	-10%	10%	-54%	i	1.0	-35%
CCOc1nc(SCCOc2ccc(C)cc2)nc(N(C)C)n1	-1.2%	1%	-1.8%	3%	-3%	-4%	-24%	i	0.8	15%
O=C(NC1CCSC1=O)c1cccc(C(=O)NC2CCSC2=O)c1 (stereo not given)	-0.6%	-10%	-0.2%	-5%	-6%	9%	-18%	i	1.5	-4%
O=C(CCNS(=O)(=O)c1cccc2nonc12)NC1CCCCC1	1.0%	-1%	-5.5%	4%	-1%	1%	-15%	i	0.2	4%
Cc1cc(C)n(C(=O)c2ccc(C)c(S(=O)(=O)N3CCOCC3)c2)n1	4.2%	-13%	-7.8%	-5%	0%	2%	6%	+	3.4*	3%
O=C(O)C1CCCN1c1nc(C(F)(F)F)nc2ccccc12 (stereo not given)	1.2%	2%	1.5%	-16%	4%	4%	-38%	i	0.8	-4%
COc1ccccc1C1CC(c2ccccc2)=NN1C(=S)Nc1ccccc1 (stereo not given)	0.9%	5%	4.1%	-16%	2%	-1%	3%	i	0.4	-18%
C/C(=N\NC(=O)CC(C)C)c1ccc(Cl)c(Cl)c1	1.2%	-13%	-1.1%	-27%	-5%	0%	-9%	i	0.2	-5%
COc1ccc(/C(C)=N/OC/C(O)=C(\C#N)c2nc3ccccc3[nH]2)c(OC)c1	0.4%	3%	2.6%	26%	1%	-3%	-21%	i	0.2	-3%
Cc1cc(SCC(=O)NCC2CCCO2)nc2ccccc12 (stereo not given)	20%	-7%	-1.4%	10%	0%	2%	-43%	i	1.7	5%
COc1ccc2c(c1OC)C(=O)N(c1cccc(C(F)(F)F)c1)C2	0.7%	0%	0.0%	-2%	0%	1%	-68%	i	4.5	-66%
Cc1nn(C)cc1C(C(=O)NC1CCCCC1)N(C(=O)Cc1cccs1)c1ccc(F)cc1 (stereo not given)	-0.2%	4%	13%	8%	-2%	0%	-14%	i	1.1	-4%
COc1cc2[nH]c(=O)n(CCCCCC(=O)N3CC=C(c4ccccc4)CC3)c(=O)c2cc1OC	0.7%	-4%	16%	-88%	-2%	-6%	27%	i	0.6	24%
CC[C@@H](C)CN1C(=O)N[C@@H](CCc2ccccc2)C(C(C)=O)=C1C	-1.2%	-1%&3%	1.7%	16%	-8%	11%	-5%	i	2.1	4%
Cc1ccc(S(=O)(=O)Nc2ccc3c(c2)C(=O)NC3=O)cc1[N+](=O)[O-]	1.8%	4%	-0.6%	2%	-8%	9%	-26%	i	1.3	6%
Cc1cc(C)nc(/N=C(\N)Nc2ccc(CC(=O)OC(C)C)cc2)n1	0.7%	14%	-0.5%	-14%	-5%	10%	-15%	i	1.1	35%
CC(C)CNC(=O)c1ccccc1-c1ccccc1C(=O)O	3.1%	7%	-1.5%	4%	-2%	-1%	-35%	i	0.8	15%
O=C(Cc1ccc(F)cc1)N1CCOCC1	0.9%	2%	1.4%	-6%[20 µM]	-5%	0%	-18%	i	0.8	-14%
CCCCC(c1nnnn1C1CCCC1)N1CCN(C2CCCCC2)CC1 (stereo not given)	-0.9%	-8%	-1.5%	6%	0%	3%	-45%	i	0.3	-50%
COc1ccc(NC(=S)NC(NC(=O)c2cccc(C)c2)C(Cl)(Cl)Cl)c([N+](=O)[O-])c1 (stereo not given)	0.6%	-3%	2.8%	-34%	0%	16%	-36%	i	1.1	-13%
COC(=O)Cc1ccc(NC(=O)c2ccc(NC(=O)c3ccco3)cc2)cc1	5.8%	-5%	-3.0%	8%	-5%	1%	-16%	i	0.3	1%
COc1ccc(CCNC(=O)c2cc3c(=O)n4ccccc4nc3n(CCN3CCOCC3)c2=N)cc1	1.4%	-5%	1.1%	-28%	-10%	7%	-17%	i	0.5	0%
N#Cc1c(-c2ccc(Cl)cc2)ccnc1N1CCOCC1	-1.3%	1%	-0.5%	-3%	-4%	10%	-41%	i	0.5	-21%
CNC(=O)CCn1nc(-c2ccc(Cl)cc2)c2ccccc2c1=O	-0.6%	13%	-2.1%	15%	-6%	1%	-23%	i	0.8	11%
CCCC(=O)NC(=S)Nc1cccc2c(O)cccc12	19%	0%	-2.3%	1%	-10%	6%	-24%	i	0.8	10%
CC(C)(CC(=O)O)CC(=O)Nc1cc(C(F)(F)F)cc(C(F)(F)F)c1	4.3%	-3%	0.1%	-16%	-4%	13%	3%	i	0.7	23%
CC(C)OCCCn1c(=S)[nH]c2cc3c(cc2c1=O)OCO3	3.9%	3%	-4.2%	-13%	-4%	-4%	16%	i	1.5	19%
Cc1sc(NC(=O)c2ccc(OCC(C)C)cc2)c(C(N)=O)c1-c1ccc(Cl)cc1Cl	1.1%	-1%	10%	-10%	-1%	-3%	60%	i	0.7	38%
COc1ccc(NS(=O)(=O)c2cccc(NC(=O)CCS(=O)(=O)c3ccccc3)c2)cc1	1.1%	6%	2.4%	-16%	-1%	-1%	-28%	i	0.9	10%
CN(c1ccccc1)S(=O)(=O)c1cccc(C(=O)Nc2nccs2)c1	-1.8%	-7%	-1.5%	15%	-1%	-11%	-4%	i	0.9	15%
COc1ccc(/C(O)=C2/C(=O)C(=O)N(CCN3CCNCC3)C2c2cccc([N+](=O)[O-])c2)cc1 (stereo not given)	-0.6%	5%	4.2%	4%	-8%	8%	-6%	i	0.5	3%
Nc1nc(CC(=O)CSc2ccc(Cl)cc2)nc(Nc2ccc(F)cc2)n1	2.1%	-10%	44%	-9%	-3%	1%	-11%	·	·	-15%
COc1ccc(Nc2cc(C(=O)NCCCN3CCN(C)CC3)c3ccccc3n2)c(OC)c1	-2.5%	1%	0.0%	6%	-7%	-1%	0%	i	0.2	15%
O=C(/C=C/c1cccs1)NCc1ccc2c(c1)OCO2	-1.4%	3%	0.9%	-21%	-5%	2%	-1%	i	1.4	9%
Cc1cccc(-c2noc(-c3ccc(Cl)cc3[N+](=O)[O-])n2)c1	-2.0%	-4%	7.1%	-6%	-4%	2%	-51%	i	0.5	-124%
CCOC(=O)c1ccc(S(=O)(=O)Nc2cc(C(=O)O)ccc2Cl)cc1	5.4%	7%	0.6%	-27%	2%	-4%	-32%	i	0.4	2%
CCC(C)NC(=O)NC(=O)CSc1nnc(-c2ccccc2F)n1C1CC1 (stereo not given)	-0.7%	0%	-1.9%	-11%	-6%	8%	0%	i	1.7	11%
Cc1c(NS(=O)(=O)c2ccc(N=NN(C)C)cc2)c(=O)n(-c2ccccc2)n1C	-0.9%	5%	0.6%	-32%[20 µM]	-7%	9%	-13%	i	0.6	13%
COc1ccccc1Cc1nc(-c2cccnc2)no1	-2.0%	-5%	0.8%	49%	-2%	-4%	-8%	i	0.8	-42%
Cc1cc(C(=O)CSc2nnnn2-c2ccc(O)cc2)c(C)n1C	12%	7%	0.4%	-31%	-3%	-4%	-11%	i	0.2	7%
CCN(CC)CCNC(=S)N1CCn2c(nc3ccccc32)C1	-0.8%	12%	·	·	-8%	6%	-8%	i	0.6	25%
CSCCC(NS(=O)(=O)c1cccs1)C(=O)NCc1cccs1 (stereo not given)	-1.6%	4%	7.4%	-27%	-4%	0%	2%	i	2.2	-11%
O=C(N/N=C/c1cccnc1)c1cc2ccccc2cc1O	5.3%	7%	0.8%	10%	-2%	-4%	-53%	i	0.7	-25%
O=C(O)c1ccc(N/N=C/C=C/c2ccccc2)cc1	5.8%	1%	0.1%	-2%	0%	-1%	5%	i	0.5	-101%
CCOc1cc(Cl)c(S(=O)(=O)NCc2ccccn2)cc1Cl	0.5%	5%	-4.8%	3%	-6%	1%	-1%	i	1.3	7%
Cc1cc(S(=O)(=O)Nc2ccc(C(=O)N3CCN(c4ccccc4O)CC3)cc2)ccc1F	3.6%	-7%	-3.1%	-18%	-5%	-3%	-8%	i	0.4	13%
CCNc1nc(SCCOc2ccc(C)cc2)nc(N(C)C)n1	1.1%	-8%	-1.6%	6%	-3%	0%	-8%	i	1.5	-8%
NS(=O)(=O)c1cccc(NC(=O)CCSc2ccc(Cl)cc2)c1	5.6%	-14%	11%	-36%	6%	18%	-21%	i	2.5	18%
COCCN(C(=O)Nc1ccc(OC)cc1OC)C1CCN(C(C)=O)CC1	1.0%	-5%	5.0%	-18%	-3%	0%	-12%	i	0.5	8%
CCc1ccc(NC(=O)Cn2c(=O)n(CCC(=O)NC3CCN(Cc4ccccc4)CC3)c(=O)c3ccccc32)cc1	0.8%	-3%	2.5%	-14%	-2%	-2%	-4%	i	0.0	2%

Limited to Myeloid diff MLP and PhoP inhibition (2 entries from above):
SMILES | Myeloid diff MLP | PhoP inhibition
CCN1C(=O)CS/C1=N\S(=O)(=O)c1ccc(Cl)cc1 | i | 2%
Cc1ccc(S(=O)(=O)Nc2ccc3c(c2)C(=O)NC3=O)cc1[N+](=O)[O-] | i | 4%

The list is partial; count on the stated rates, not on these rows.
